VLA-4 inh = inhibition in a human VLA-4 binding assay; AID 2557; 330,000 compounds, 0.2% hits; inhibition, % (about 7 µM as worked out from the volumes in the protocol); P13612; VLA-4 expressing cells, ligand binding flow cytometry; in the data active means inhibition above about 50%
Bcl-xL primary = blocks human Bcl-xL binding to Bim BH3 peptide; GST-Bcl-xL / FITC-Bim BH3 peptide fluorescence polarization; inhibition, % at 10.9 µM; 320,000 compounds, 0.7% hits;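 active means inhibition above the mean of all tested compounds plus 3 SD, cutoff set per campaign, cut at about 30% in these data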;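 further: 0% = DMSO wells and 100% = unlabeled Bim-BH3 peptide competitor; inhibitors lower millipolarization by displacing the labeled peptide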
Target sequence (Q07817 whole entry, looked up): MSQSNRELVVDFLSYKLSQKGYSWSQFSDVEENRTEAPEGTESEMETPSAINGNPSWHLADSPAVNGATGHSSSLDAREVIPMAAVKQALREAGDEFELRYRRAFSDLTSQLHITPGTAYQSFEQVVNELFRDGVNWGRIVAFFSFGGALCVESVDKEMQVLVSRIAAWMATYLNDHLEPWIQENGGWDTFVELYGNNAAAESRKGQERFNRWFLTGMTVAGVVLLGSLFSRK
MCL1-BIM inh = MCL1-BIM-BH3 interaction inhibition (human) | Q07820 | GST-MCL1 / FITC-Bim-BH3 fluorescence polarization | inhibition, % at 10.9 µM | 320,000 compounds, 0.68% hits | AID 2057;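 active means inhibition above the mean inhibition of all tested compounds plus 3 SD, set per campaign, cut at about 40% in these data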;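 further: 0% = DMSO wells and 100% = unlabeled Bim-BH3 peptide control; higher means more loss of mP so more displacement of Bim peptide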
Target sequence (Q07820 whole entry, looked up): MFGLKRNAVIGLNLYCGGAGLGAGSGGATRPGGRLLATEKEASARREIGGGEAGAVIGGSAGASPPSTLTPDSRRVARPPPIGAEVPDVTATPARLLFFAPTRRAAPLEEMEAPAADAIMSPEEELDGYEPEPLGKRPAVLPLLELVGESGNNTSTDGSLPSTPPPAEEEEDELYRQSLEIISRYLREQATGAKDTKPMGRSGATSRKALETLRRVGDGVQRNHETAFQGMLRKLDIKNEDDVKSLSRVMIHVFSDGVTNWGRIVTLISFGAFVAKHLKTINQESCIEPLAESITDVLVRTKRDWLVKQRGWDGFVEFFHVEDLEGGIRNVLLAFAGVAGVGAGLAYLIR
Fam108B inh = Fam108B inhibition, counter-screen for RBBP9 inhibitors. recombinant Fam108B, FP-Rh probe fluorescence polarization. AID 1947. 300,000 compounds, 0.33% hits. inhibition, % at 9.51 µM;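 active means inhibition above the screen mean inhibition plus 3 SD, computed separately per campaign, cut at about 18% in these data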;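 further: inhibitors lower polarization as less probe binds the enzyme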
MEX-5 binding = C. elegans MEX-5 TCR-2 RNA binding activity; Q9XUB2; 300,000 compounds, 0.38% hits; MEX-5/FITC-TCR2 RNA binding, fluorescence polarization; active compounds read low; activity score (negative = inhibition of binding), % at 10 µM; AID 1832;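 active means inhibition past about -25% in most replicates, and total fluorescence under double the plate's negative control median, limit read from the data; inconclusive means replicates evenly split on the limit, or fluorescence at least double controls; inactive means too little inhibition in most replicates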;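 further: 0% = DMSO and -100% = 5 µM competing unlabeled TCR2 RNA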
Target sequence (Q9XUB2 whole entry, looked up): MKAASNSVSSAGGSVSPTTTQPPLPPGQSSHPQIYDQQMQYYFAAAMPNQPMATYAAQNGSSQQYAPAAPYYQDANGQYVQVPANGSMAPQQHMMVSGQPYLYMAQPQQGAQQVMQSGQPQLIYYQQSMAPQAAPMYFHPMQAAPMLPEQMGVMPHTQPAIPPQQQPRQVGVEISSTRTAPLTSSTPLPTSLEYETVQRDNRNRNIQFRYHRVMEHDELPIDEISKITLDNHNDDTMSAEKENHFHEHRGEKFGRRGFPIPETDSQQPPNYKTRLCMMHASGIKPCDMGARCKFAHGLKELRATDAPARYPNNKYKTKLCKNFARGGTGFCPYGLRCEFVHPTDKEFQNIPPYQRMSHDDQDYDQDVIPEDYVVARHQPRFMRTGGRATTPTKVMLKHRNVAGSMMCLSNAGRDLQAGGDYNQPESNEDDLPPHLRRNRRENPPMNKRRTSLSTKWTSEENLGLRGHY
GRK2 inh = inhibitors of human GRK2 displacing RNA aptamer; 330,000 compounds, 0.59% hits; bead flow cytometry, FAM-aptamer displacement from GRK2; inhibition of aptamer binding, % at 10 µM;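 active means inhibition of aptamer binding above 40%, roughly 3 SD of noise, on plates passing a quality check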;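 further: median bead fluorescence of bound FAM aptamer so fluorescent compounds give negative values; no value below 0 was filed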
Efflux pump inh = antifungal efflux pump inhibition, Nile Red retention; S. cerevisiae Candida pump triplex; inhibition, % at 10 µM; 330,000 compounds, 0.44% hits; AID 485275;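 active means plate passing quality check with inhibition over a set limit, or well fluorescence over plate mean plus 4 SD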;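 further: Nile Red retained in pooled yeast measured as flow cytometry median fluorescence; 0% = buffer negative control and 100% = Enniatin B positive control; higher means more Nile Red kept so more efflux inhibition; some compounds called inactive have numbers as strong as hits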
GLD-1 TGE inh = GLD-1-TGE RNA interaction inhibition (C. elegans); Q17339; purified GLD-1 + fluorescein TGE RNA, fluorescence polarization; inhibition, % at 5.96 µM; 320,000 compounds, 0.44% hits; AID 2280;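 active means percent inhibition above a per-plate cutoff, the plate mean of test compounds plus 3 SD, cut at about 30% in these data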;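 further: 0% = DMSO wells with GLD-1 and probe and 100% = wells lacking GLD-1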
PME-1 inh = PME-1 (human) inhibition; Q9Y570; recombinant PME-1, FP-Rh probe fluorescence polarization; inhibition, % at 5.9 µM; 320,000 compounds, 0.53% hits; AID 2130;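 active means inhibition above the campaign mean of all compounds plus 3 SD, cut at about 26% in these data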;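 further: competitive labeling of PME-1 active site by serine hydrolase directed probe; 0% = PME-1 with DMSO and 100% = wells lacking PME-1 enzyme; inhibitors block probe labeling so polarization falls and inhibition rises; many of its hits are not listed in these tables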
Active calls of the source: *; ? = inconclusive; . = no result given. These rows are one share of the data (hit frequency here may not be typical).

#	compound	VLA-4 inh	Bcl-xL primary	MCL1-BIM inh	Fam108B inh	MEX-5 binding	GRK2 inh	Efflux pump inh	GLD-1 TGE inh	PME-1 inh
1	CC(=O)Oc1ccc(C(=O)Nc2ccccc2NC(=O)c2ccc(OC(C)=O)cc2)cc1	14	2	5	-1	1.3	0	0.0	-2	-2
2	COc1ccc(CC2(CO)CCN(C(C)COc3ccccc3)CC2)cc1 (stereo not given)	-4	12	1	0	-1.7	0	0.1	2	-1
3	O=C(/C=C/Nc1ccc(F)cc1F)c1ccco1	2	3	-10	0	-1.1	2	0.0	-5	0
4	CS(=O)(=O)c1ccc(-c2sc3ccccc3c2C#CCCO)cc1	12	.	.	.	.	3	-0.2	0	.
5	COc1ccc(C(=O)NC(=S)N2CC(C)OC(C)C2)cc1 (stereo not given)	-20	4	13	5	2.3	0	0.2	-3	-7
6	CCN(CC(=O)NCc1ccc(F)cc1)CC(=O)Nc1ccccc1-c1ccccc1	4	-7	-10	-5	0.4	3	0.3	11	-9
7	O=C(NC12CC3CC(CC(C3)C1)C2)N1CCN(S(=O)(=O)c2ccc(Cl)cc2)CC1	-4	0	7	2	2.0	0	-0.1	8	-4
8	COc1ccc(S(=O)(=O)N(CCc2ccccc2)CC(=O)N/N=C/c2ccc3c(c2)OCO3)cc1	6	2	0	-10	1.2	3	-0.4	6	-22
9	CN(C(=O)c1ccc(NC(=O)Cc2ccc(NC(=O)C3CCN(C(=O)C4CC4)CC3)cc2)cc1)C1CC1	-10	3	-1	.	.	0	0.1	1	1
10	CCc1ccc(NC(=O)CCn2ccnc2C)cc1	13	3	3	0	0.9	0	0.1	3	-5
11	Cc1ccc(CNC(=O)Cc2nc3nc(C)cc(C)n3n2)cc1	0	4	0	-3	0.4	1	0.3	2	2
12	COc1ccc(CNC(=O)c2cc(C(C)=O)c[nH]2)cc1	-10	5	1	9	1.7	0	-0.1	-1	-7
13	Cc1nc(SCC(=O)N(C)C2(C#N)CCCCC2)c2ccccc2n1	-15	-15	-28	.	.	2	-0.2	-76	6
14	Cc1ccccc1-c1cc(C(=O)NCc2ccco2)nn1CC1CC(c2cccc([N+](=O)[O-])c2)=NO1 (stereo not given)	4	.	.	.	.	3	0.2	4	.
15	CN(Cc1ccccc1)C(=O)c1ccc(S(=O)(=O)N(C)c2ccccc2)cc1	6	.	.	.	.	0	-0.2	1	.
16	CNS(=O)(=O)c1cccc(C(=O)OCC(=O)c2ccc(S(=O)(=O)N3CCCCC3)cc2)c1	1	5	7	-5	0.3	4	0.1	1	-8
17	C/C(=N\Nc1nc(-c2ccccc2O)nc2ccccc12)c1ccccc1	30	6	7	0	-5.3	1	-0.1	3	17
18	CCOC(=O)N1CCN(Cc2nnc(-c3ccccc3C)o2)CC1	-8	4	-4	0	-4.5	3	0.0	8	-5
19	OCCC1CN(Cc2c(F)cccc2Cl)CCN1C1CCCCC1 (stereo not given)	13	7	5	-6	1.8	0	0.1	4	-3
20	O=C(Nc1cccc(Cn2cccn2)c1)c1cc2c(s1)CCCC2	1	3	5	2	-0.2	94*	0.0	5	-12
21	Cc1ccc(/C=N\NC(=O)Cc2noc3ccccc23)cc1	20	2	4	-6	0.6	0	0.0	1	-4
22	COc1ccc(N2CCN(C(=O)COC(=O)Cc3cccc(OC)c3)CC2)cc1	8	1	-2	-2	3.0	0	-0.1	8	-3
23	COc1ccc(C(=O)c2ccc(Cl)cc2)cc1	6	3	4	5	-2.4	0	0.0	1	0
24	COCOc1ccc(/C=C2/Oc3cc(OCOC)cc(OCOC)c3C2=O)c(OCOC)c1	0	4	5	-3	0.3	0	0.3	-9	9
25	CCc1ccc(NC(=O)c2ccc3nc(N)sc3c2)cc1	-3	7	9	-12	-1.4	3	0.0	3	-54
26	c1cnc(-c2noc(CN3CCN(C4C5CC6CC(C5)CC4C6)CC3)n2)cn1 (stereo not given)	1	-3	-5	-7	3.5	0	0.0	2	-2
27	Cc1c2cnn(CC(=O)NCCN3CCOCC3)c(=O)c2c(C)n1Cc1ccc(F)cc1	-8	6	5	0	-2.2	0	0.0	5	-6
28	CS(=O)(=O)N(CC(=O)Nc1cccc(F)c1)Cc1ccccc1	7	-4	-5	-4	2.2	0	0.1	-2	0
29	Nc1nc2ccc(NC(=O)c3ccco3)cc2s1	8	10	3	-1	-5.3	0	0.0	5	8
30	Cc1ccc(S(=O)(=O)Nc2ccccc2C(=O)N2CCCC2)cc1	5	3	3	0	4.8	2	0.2	4	20
31	O=C(NC1CCCCC1)[C@H](O)[C@@H](O)C(=O)NC1CCCCC1	-10	0	3	6	1.4	1	0.1	-5	1
32	Cc1ccc(Cn2ccsc2=NC(=O)COC(=O)C(C)C)cc1	0	-5	-9	5	-2.6	0	0.0	1	0
33	COc1cc2cc(Oc3ccc4ccc(=O)oc4c3)c(=O)oc2cc1O[C@@H]1O[C@H](CO)[C@@H](O)[C@H](O)[C@H]1O	-2	.	.	.	.	4	0.1	6	.
34	O=C(CCOc1ccccc1)Nc1ccnn1C1CCN(Cc2ccc(O)cc2)CC1	9	4	2	-2	-1.0	0	-0.1	2	3
35	COc1ccc2c(c1)cc(C)c1nnc(SCC(=O)N3CCN(C(=O)c4ccco4)CC3)n12	-2	1	5	1	1.9	17	0.1	4	1
36	COc1ccc2c(c1)c1ncn(CCc3ccccc3)c(=O)c1n2C	3	3	4	3	0.7	0	-0.1	-1	-3
37	COc1ccc(NC(=S)NCCN2CCC(C)CC2)cc1Cl	3	10	2	-4	0.0	1	-0.3	9	-1
38	COc1cc2c(cc1OC)CN(C(=O)c1ccc(OC)c([N+](=O)[O-])c1)CC2	7	6	4	4	-0.7	1	-0.1	1	0
39	Cc1oc2cc3oc(=O)c(CC(=O)NCCCC(=O)O)c(C)c3cc2c1C	-22	7	0	5	-3.0	0	-0.1	6	-11
40	OC(COCCOc1ccc(Br)cc1)CN1CCN(Cc2ccccc2)CC1 (stereo not given)	26	4	4	3	-1.7	0	-0.1	-1	-6
41	Cc1cc(-c2ccccc2)c2c3c(c(-c4ccccc4)n2n1)c(=O)n(C)c(=O)n3C	-12	-2	-3	-2	?	20	0.3	1	1
42	CC1C(=O)N2CCCc3cc(NC(=O)C(=O)NCc4cccnc4)cc1c32 (stereo not given)	10	4	3	1	0.7	4	-0.2	-4	0
43	O=C(CC12CC3CC(CC(C3)C1)C2)Nc1ccccc1N1CCOCC1	0	6	-1	-1	-1.0	0	-0.1	6	1
44	CN(C)S(=O)(=O)c1ccc(NC(=O)COC(=O)c2n[nH]c3ccccc23)cc1	5	-3	-14	-12	-1.6	0	-0.1	3	-10
45	COc1ccccc1CN1CC(C(=O)NCc2ncccc2C)CCC1=O (stereo not given)	8	5	2	-1	-2.8	2	0.0	3	13
46	CCc1cc2c(C)cc(C)cc2nc1SCC(=O)Nc1cc(C)on1	-7	0	1	1	-2.2	1	1.1	-1	-4
47	S=c1[nH]nc(CSCCOc2ccc(Cl)cc2Cl)o1	0	-18	-15	0	0.0	.	-0.1	3	3
48	CSCC[C@H](NS(=O)(=O)c1ccc(C)cc1)C(=O)N1CCC(C(=O)N[C@@H](Cc2ccccc2)C(=O)O)CC1	-6	1	-2	-3	-1.2	2	0.2	-2	1
49	CSc1nc(-c2ccccc2)cn1-c1ccc(NC(C)=O)cc1	2	-1	-16	5	-3.5	0	0.3	1	6
50	COCCC1CCCCN1C(=O)c1cc(COc2ccc(C)nc2)on1 (stereo not given)	-3	6	1	0	1.9	0	-0.3	-8	-3
51	O=C(O)C1CCCN1S(=O)(=O)c1ccccc1 (stereo not given)	-1	1	-1	5	3.2	1	-0.1	4	7
52	C[C@H]1CN([C@@H](C)CO)C(=O)c2cc(NS(=O)(=O)c3ccc(F)cc3)ccc2O[C@H]1CN(C)S(=O)(=O)c1cn(C)cn1	-3	.	.	.	.	0	-0.5	6	.
53	Cc1cc(NC(=O)CSc2nc3c(c(-c4cccnc4)c2C#N)CCC3)no1	1	8	5	-2	0.0	77*	0.1	5	3
54	O=[N+]([O-])c1ccc(N2CCCCC2)cc1	0	1	5	3	0.8	1	0.0	12	2
55	CCOC(=O)c1c(C)[nH]c(C)c1C(=O)COC(=O)/C=C/c1cccc(Cl)c1	13	-2	-7	-3	-0.1	0	-0.1	-1	-8
56	O=C(O)c1cc(Cl)c(Cl)cc1C(=O)N1CCOCC1	8	5	2	2	-0.8	0	0.0	-3	1

More compounds follow:
#	compound	VLA-4 inh	Bcl-xL primary	MCL1-BIM inh	Fam108B inh	MEX-5 binding	GRK2 inh	Efflux pump inh	GLD-1 TGE inh	PME-1 inh
57	COc1ccc(CCNC(=O)COc2ccc(-c3ccc(C#N)cc3)cc2)cc1	13	3	3	-4	-1.4	0	0.1	1	-5
58	N#CCC(=O)N1CCN(C(c2ccccc2)c2ccccc2)CC1	2	2	0	2	2.0	1	0.0	1	21
59	O=C(NC1CC2CCCC(C1)N2C(=O)NC1CCCCC1)c1ccc(F)cc1 (stereo not given)	9	8	10	4	9.3	0	-0.2	-1	1
60	CN1CCN(c2ccc([N+](=O)[O-])cc2/C=N/NC(=O)c2cccc([N+](=O)[O-])c2)CC1	22	6	12	3	-2.9	0	-14	0	0
61	COc1ccc(Cl)cc1S(=O)(=O)NC(C)C(=O)NCc1ccc2c(c1)OCO2 (stereo not given)	10	-4	-5	-1	0.5	0	0.0	4	-1
62	Cc1cc(C(=O)N2CCN(S(=O)(=O)c3ccccc3C#N)CC2)c(C)o1	10	4	2	.	.	0	-0.2	-1	2
63	COc1ccccc1Nc1nc(N)nc(CN2CCCCC2)n1	0	4	3	1	-1.1	4	0.0	-10	2
64	COc1ccccc1N1CCN(CC(=O)Nc2cccc(F)c2)CC1	23	-4	0	8	-1.1	2	0.1	11	-2
65	COCCCNC(=O)C12CCC(C)(C(=O)C1)C2(C)C (stereo not given)	-1	1	-1	1	-3.2	0	-0.1	-5	-16
66	CC1CCCCN1c1ncnc(N)c1[N+](=O)[O-] (stereo not given)	-2	1	2	4	-0.9	2	0.1	-5	-2
67	O=C(NCCN1CCOCC1)c1ccc(Cl)cc1O	-4	-7	-7	-8	2.4	0	-0.1	-4	0
68	C=CCc1c(NCCO)nc(C)[nH]c1=O	6	-2	-8	-6	-1.3	0	0.1	0	0
69	Cc1nc(C(=O)N(C)C)nn1-c1cc(Cl)ccc1Cl	28	0	3	2	-0.5	0	0.0	2	0
70	N#Cc1cc(C(=O)c2cc(F)ccc2O)cn(Cc2ccccc2)c1=O	-7	8	2	1	1.4	0	0.0	-4	1
71	Cn1c(SCC(=O)NC2CCCCC2)nnc1-c1cccnc1	-14	3	4	2	1.6	0	-0.1	5	-2
72	COc1ccc(OC)c(C2NC(=O)CCC2[N+](=O)[O-])c1 (stereo not given)	1	7	3	1	-2.7	2	-0.1	6	6
73	Fc1ccccc1-c1nc2ncccc2o1	17	0	1	-2	-1.1	5	0.1	4	7
74	O=C(COC(=O)C1CC2CCCC(C1)C2=O)Nc1ccccc1 (stereo not given)	11	5	6	.	.	0	0.2	1	-4
75	O=c1c(S(=O)(=O)c2ccc(Cl)cc2)cn(Cc2ccccc2F)c2ccc(F)cc12	10	4	3	-1	0.7	0	0.1	8	-1

Bioassay records (PubChem BioAssay)
